HCV core dimer = HCV core protein dimerization inhibition; 300,000 compounds, 0.33% hits; TR-FRET GST/Flag-core106 dimerization, 1536-well; inhibition, % at 5 µM;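 active = inhibition above the mean of all tested compounds plus 3 SD, set per screening campaign, cut at about 45% in these data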
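System: GST-tagged and Flag-tagged HCV core protein residues 1-106 / Input: core106 proteins, GST 13.5 nM and Flag 17 nM / Buffer or medium: KF-containing HEPES buffer, pH 7.45, DTT, CHAPS, BSA / Probe or stimulus: Eu-anti-GST and XL665-anti-Flag labelled anti-tag antibodies / Schedule: 4 h, 22.5 °C incubation / Technique: TR-FRET 671 and 617 nm emission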
PP5 primary = inhibitors of human protein phosphatase 5 (PP5). P53041. purified PP5c, OMFP substrate fluorescence. inhibition, % at 6.7 µM. 320,000 compounds, 0.18% hits. AID 1987;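 active = inhibition above the campaign's mean inhibition across all tested compounds plus 3 SD, cut at about 9.5% in these data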;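 note: 0% = DMSO only and 100% = 100 µM cantharidin control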
VLA-4 inh = inhibition in a human VLA-4 binding assay | P13612 | VLA-4 expressing cells, ligand binding flow cytometry | inhibition, % (about 7 µM as worked out from the volumes in the protocol) | 330,000 compounds, 0.2% hits; in the data active = inhibition above about 50%
GRK2 inh = human GRK2 inhibition via aptamer displacement; 330,000 compounds, 0.59% hits; inhibition of aptamer binding, % at 10 µM; bead flow cytometry, FAM-aptamer displacement from GRK2;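 active = inhibition of aptamer binding above 40%, roughly 3 SD of noise, on plates passing a quality check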;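 note: median bead fluorescence of bound FAM aptamer so fluorescent compounds give negative values; no value below 0 was filed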
procasp3 activ = procaspase-3 (human) activation | P42574 | recombinant procaspase-3 D3A, Ac-DEVD-pNA absorbance 405 nm | activation, % at 8.5 µM | 330,000 compounds, 0.11% hits | AID 463141;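 active = activation above the mean of all tested compounds plus 3 SD, cut at about 21% in these data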;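 note: 0% = DMSO alone and 100% = DMSO wells spiked with extra 5 µM PC-3 D3A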
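System: Procaspase-3 D3A mutant. Medium: Zinc-free 300 mM NaCl, 50 mM HEPES, 0.01% Triton X-100. Schedule: 1 h preincubation plus 2 h reaction at 25 °C. Measured by: 405 nm absorbance of p-nitroaniline, reads at 0 and 120 min. Read-out: percent activation relative to control range.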
PP1 counter = blocks human PP1-alpha phosphatase, a PP5 counter-screen | P62136 | purified PP1alpha, OMFP fluorescence | inhibition, % at 6.7 µM | 320,000 compounds, 0.9% hits | AID 2235;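 active = inhibition above the mean inhibition of all tested compounds plus 3 SD, computed separately for each screening campaign, cut at about 15% in these data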
Target sequence (P62136 whole entry, looked up): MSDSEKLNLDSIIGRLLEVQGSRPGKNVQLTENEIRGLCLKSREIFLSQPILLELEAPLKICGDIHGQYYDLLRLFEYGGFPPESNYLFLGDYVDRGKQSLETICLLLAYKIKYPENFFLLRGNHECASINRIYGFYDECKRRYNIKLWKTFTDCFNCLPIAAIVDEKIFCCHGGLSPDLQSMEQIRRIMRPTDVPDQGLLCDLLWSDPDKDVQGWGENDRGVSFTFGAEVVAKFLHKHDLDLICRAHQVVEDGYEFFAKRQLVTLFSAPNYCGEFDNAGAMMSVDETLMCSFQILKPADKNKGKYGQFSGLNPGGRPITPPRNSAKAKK
proCasp7 act = counter-screen: procaspase-7 (human) activation | P55210 | recombinant procaspase-7, Ac-DEVD-pNA absorbance 405 nm; D23A/D198A/D206A triple mutant, cannot self-cleave; scale: DMSO 0, 5 µM enzyme 100 | activation, % at 8.5 µM | 330,000 compounds, 0.093% hits | AID 463210;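 active = percent activation above the screen-wide mean plus 3 SD, cut at about 25% in these data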
Target sequence (P55210 whole entry D23A/D198A/D206A): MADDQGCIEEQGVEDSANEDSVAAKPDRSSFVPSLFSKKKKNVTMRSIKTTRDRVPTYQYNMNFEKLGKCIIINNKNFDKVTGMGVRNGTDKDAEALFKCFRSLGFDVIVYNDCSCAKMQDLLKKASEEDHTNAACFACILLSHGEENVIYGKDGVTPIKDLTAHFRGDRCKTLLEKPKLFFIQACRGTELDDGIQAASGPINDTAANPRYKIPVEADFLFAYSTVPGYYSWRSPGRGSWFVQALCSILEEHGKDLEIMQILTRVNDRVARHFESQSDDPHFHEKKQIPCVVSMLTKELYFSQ
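signal = Epi-absorbance of released pNA at 405 nm, two timepoints | assay system = Uncleavable procaspase-7 mutant enzyme | reagent = Ac-DEVD-pNA substrate, 400 µM as added | times = 1 h enzyme–compound preincubation and 2 h substrate reaction, both 25 °C | benchmarks = low DMSO alone, high DMSO plus 5 µM PC-7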
GASC-1 inh = inhibitors of human GASC-1 (JMJD2C) demethylase; Q9H3R0; GST-JMJD2C(1-420) H3K9me3 demethylation, DELFIA europium; inhibition, % at 2.35 µM; 330,000 compounds, 0.069% hits;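 active = more than half of a compound's replicate wells show inhibition beyond 50%, single wells judged on their own value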;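 note: signal counts dimethyl H3K9 product captured on neutravidin plate; 0% = median of DMSO wells and 100% = 0.3 times that DMSO median; strong numbers were not always called active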
Target sequence (Q9H3R0 1-420 limits assumed): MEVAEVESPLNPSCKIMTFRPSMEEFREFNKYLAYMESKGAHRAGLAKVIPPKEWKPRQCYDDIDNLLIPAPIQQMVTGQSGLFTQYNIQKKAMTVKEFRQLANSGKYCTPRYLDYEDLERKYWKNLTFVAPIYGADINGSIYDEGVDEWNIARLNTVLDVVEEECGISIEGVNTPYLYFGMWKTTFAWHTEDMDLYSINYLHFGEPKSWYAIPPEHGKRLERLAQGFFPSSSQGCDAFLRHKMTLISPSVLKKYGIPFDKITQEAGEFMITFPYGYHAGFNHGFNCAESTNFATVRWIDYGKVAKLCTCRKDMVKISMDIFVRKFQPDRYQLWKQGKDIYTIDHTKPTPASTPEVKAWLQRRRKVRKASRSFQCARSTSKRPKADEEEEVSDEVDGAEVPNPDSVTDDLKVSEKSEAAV
CTSL1 counter = cathepsin L1 inhibition, PFM18AAP counter-screen | AID 1906 | recombinant F. hepatica cathepsin L1, Z-Leu-Arg-MCA fluorescence | inhibition, % at 5.96 µM | 300,000 compounds, 0.49% hits;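 active = inhibition above the mean of all tested compounds plus 3 SD, set per screening campaign, cut at about 17% in these data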;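 note: 0% = plate median of test compound wells and 100% = 1 µM Z-Phe-Ala-diazomethylketone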
* hit, by the source's call; / = no result given.

Value order – HCV core dimer	PP5 primary	VLA-4 inh	GRK2 inh	procasp3 activ	PP1 counter	proCasp7 act	GASC-1 inh	CTSL1 counter
(1) CC(=O)CSc1nnc(-c2ccco2)n1-c1ccccc1
  7	0.5	-2	0	4	-1	0	1	-1
(2) COc1ccc(CCn2c(=O)c3cccnc3n(Cc3cccc([N+](=O)[O-])c3)c2=O)cc1OC
  5	2.6	6	1	6	-3	14	7	-1
(3) COCC(C)n1c(C)cc(C(=O)COC(=O)c2n[nH]c3ccccc23)c1C (centres undefined)
  16	1.4	16	0	1	-1	3	3	3
(4) O=C(O)c1ccc(NC(=O)C2CCCCC2)cc1
  6	-0.9	-4	0	6	4	7	-4	0
(5) N#Cc1cnc(Oc2ccc(Cl)cc2)nc1N
  0	-1.1	4	2	1	1	-9	2	0
(6) Cc1ccc(NC(=O)CSCC(=O)N2CCN(c3cccc(C(F)(F)F)c3)CC2)cc1
  0	6.2	1	2	4	2	4	-2	8
(7) COc1cc2c(cc1OC)C(C)N(C(=O)c1cccc([N+](=O)[O-])c1)CC2 (centres undefined)
  0	-6.7	-9	0	0	3	-5	-8	12
(8) COc1ccc(C(=O)CC2SC(N)=NC2=O)cc1 (centres undefined)
  -5	1.1	3	3	-4	-5	-12	3	2
(9) Cc1cccc(-n2cc(CN3CCN(Cc4nccn4C)CC3)c(-c3cccc(F)c3)n2)c1
  4	0.0	27	0	7	1	0	1	2
(10) O=C(CN1C(=O)c2cccc3cccc(c23)C1=O)N1CCCCC1
  -5	-0.3	7	0	-1	-6	8	1	1
(11) CCC(C)(C)C1CCC2(CC1)NC(=O)N(CC(=O)NCCOc1ccccc1)C2=O (centres undefined)
  /	0.2	26	0	8	2	0	0	/
(12) COc1ccc(CN2C3CCC2CC(NC(=O)c2cc(OC)c(OC)c(OC)c2)C3)cc1 (centres undefined)
  -1	-3.3	-37	0	12	3	13	21	-7
(13) Cc1ccc(/C=C/C(=O)N2CCN(Cc3ccccc3)CC2)o1
  4	0.6	4	2	-4	0	10	-2	5
(14) Cc1nc2sc3c(c2c(=N)n1N)CCCC3
  -1	1.6	14	5	13	1	-2	-6	-5
(15) Cc1nn(-c2ccc(F)cc2)c(Cl)c1C(=O)N(C)CC(=O)Nc1cccc(F)c1
  -3	2.5	2	0	1	-2	7	6	-4
(16) CCN(Cc1cnn(C)c1)C(=O)c1cc(COc2cc(C)c(Cl)c(C)c2)on1
  -2	1.8	-3	0	4	4	4	6	5
(17) CC(C)Cc1nnc(NC(=O)CCC(=O)N2CCN(c3ccccc3)CC2)s1
  7	2.1	-2	3	7	-1	-5	9	2
(18) COc1cccc(CN(C)C(=O)CN2C(=O)NC(c3ccccc3)(c3ccccc3)C2=O)c1
  /	1.9	5	0	2	3	0	/	/
(19) COc1ccc(N2CCN(c3nccs3)CC2)cc1
  -8	-0.9	2	0	10	-1	-1	3	1
(20) COc1ccc(/C=C(\C#N)C(=O)NC(C)c2ccccc2)cc1O (centres undefined)
  -6	1.8	8	2	6	3	-14	-21	5

Copied from above: compounds 1–4
Value order – HCV core dimer	PP5 primary	VLA-4 inh	GRK2 inh	procasp3 activ	PP1 counter	proCasp7 act	GASC-1 inh	CTSL1 counter
(1) CC(=O)CSc1nnc(-c2ccco2)n1-c1ccccc1
  7	0.5	-2	0	4	-1	0	1	-1
(2) COc1ccc(CCn2c(=O)c3cccnc3n(Cc3cccc([N+](=O)[O-])c3)c2=O)cc1OC
  5	2.6	6	1	6	-3	14	7	-1
(3) COCC(C)n1c(C)cc(C(=O)COC(=O)c2n[nH]c3ccccc23)c1C (centres undefined)
  16	1.4	16	0	1	-1	3	3	3
(4) O=C(O)c1ccc(NC(=O)C2CCCCC2)cc1
  6	-0.9	-4	0	6	4	7	-4	0

Next part
Value order – HCV core dimer	PP5 primary	VLA-4 inh	GRK2 inh	procasp3 activ	PP1 counter	proCasp7 act	GASC-1 inh	CTSL1 counter
(21) NC(=O)CSc1nnc(-c2cccnc2)n1Cc1ccccc1
  2	-0.5	-14	0	0	0	2	10	3
(22) CC(C)CN1C=C2C(=O)C(C)(OC(=O)C3CCCC3)C(=O)C=C2C=C1c1ccsc1 (centres undefined)
  25	9.3	-14	6	-1	10	-1	3	-1
(23) CCOc1ccccc1OCCOc1ccccc1OC(C)C
  3	0.3	11	0	-1	2	4	2	-2
(24) O=C(NCc1cccnc1)C(=O)Nc1nc(-c2ccccc2)cs1
  0	-0.9	10	1	-3	-5	-2	-1	0
(25) CN(CCC#N)C(=O)COC(=O)/C=C/c1ccc2c(c1)OCO2
  -2	0.4	-1	0	3	1	4	-8	-5
(26) COCCn1c(=O)sc2ccccc2c1=O
  -3	-2.4	19	0	-5	-3	-14	-1	5
(27) O=C(NC(=S)Nc1nc(-c2ccc(Br)cc2)cs1)c1ccco1
  5	-0.7	2	4	14	-1	-4	-3	-3
(28) Cc1ccc(S(=O)(=O)NCCN=C(CN2CCCC2)NS(=O)(=O)c2ccc(C)cc2)cc1
  0	0.4	2	2	4	1	3	/	1
(29) CC(=O)Nc1ccc(S(=O)(=O)NCCC(=O)NNC(=O)c2ccccc2O)cc1
  /	1.4	-19	0	1	-1	-1	-9	/
(30) COc1ccc(Nc2ncnc3ccc(Br)cc23)cc1OC
  2	1.4	8	1	5	2	3	1	-1
(31) CC(C/C=N/NC(=O)COc1cc(Cl)ccc1Cl)c1ccccc1 (centres undefined)
  4	4.0	0	9	7	-5	-8	5	-10
(32) Cc1cc(C)n(-c2ccc(C(=O)O)cc2)n1
  -3	-1.5	12	0	1	-2	0	5	-3
(33) CCN(CC(=O)Nc1ccc(NC(C)=O)cc1)C(=O)c1cc(C)on1
  4	0.4	2	0	13	3	9	-14	-2
(34) Cc1n[nH]c(=S)n1/N=C/c1ccccc1OCc1ccc(Cl)cc1Cl
  19	1.3	-3	0	5	-2	-4	6	2
(35) COc1ccc(C(=O)CN2C(=O)C(C)(C)Oc3ccc(C(=O)N4CCCCCC4)cc32)cc1
  -1	0.9	14	0	1	-3	-5	-10	-1
(36) CSc1nc2ccc(S(=O)(=O)N3CCCC3)cc2s1
  5	-0.9	0	1	3	0	11	118	-3
(37) COC(=O)c1cn(NC(=O)/C=C/c2ccc(OC)c(OC)c2)c(=O)c2ccccc12
  -1	-3.7	14	0	-5	-1	10	1	6
(38) CC(C)(C)N(Cc1ccccc1)C(=O)COC(=O)CSc1ccc([N+](=O)[O-])cc1
  4	1.5	4	0	-3	-1	12	3	-2
(39) COc1cccc(C(=O)Nc2ccncc2)c1
  -3	1.9	-4	0	6	-2	-4	18	1
(40) CCOC(=O)c1csc(NC(=O)CSc2nnc(C3CC3)n2C)n1
  -3	0.8	-7	2	1	-1	-6	-6	-4
(41) CC1CCN(C(=O)C2Cc3ccccc3CN2S(=O)(=O)c2ccc(F)cc2)CC1 (centres undefined)
  2	-1.7	-6	0	6	0	9	-5	5
(42) c1ccc(-c2cnc(-c3ccccn3)nn2)cc1
  5	3.2	22	0	2	-6	3	-1	1
(43) COc1cc(O)c(C(CC(=O)N2CCCC2)c2ccc3c(c2)OCO3)c(OC)c1 (centres undefined)
  1	1.3	-6	0	6	-4	-4	4	-1
(44) NC(=O)Cn1cc(C(=O)c2cccs2)c2ccccc21
  0	0.8	1	1	3	-3	6	30	-1
(45) CCOC(=O)CCc1c(C)nc(-n2[nH]c(C)c(CCO)c2=O)[nH]c1=O
  2	0.8	7	1	-1	-6	5	1	-1
(46) Clc1cccc(Cl)c1-c1nnc2ccc(N3CCOCC3)nn12
  -3	3.4	0	0	1	1	8	4	-3
(47) Cc1ccc(NC(=O)C2CCCN(S(=O)(=O)c3cnc[nH]3)C2)c(Br)c1 (centres undefined)
  2	-0.1	13	0	3	-4	-1	-2	-1
(48) CC(=O)c1ccccc1OCc1ccc(S(=O)(=O)Cc2ccccc2)cc1
  6	-0.3	0	0	4	5	4	9	1
(49) COc1ccc(-c2cc(C(F)F)n3ncc(C(=O)Nc4c(C)n(C)n(-c5ccccc5)c4=O)c3n2)cc1
  9	1.8	-2	0	4	-1	5	-3	3
(50) Cc1ccc(S(=O)(=O)NC(=O)c2ccc(F)cc2)c(C)c1
  11	1.3	3	0	3	1	10	1	1
(51) O=C(CCCOc1ccc(Cl)cc1Cl)N/N=C/c1ccc(Cl)cc1
  -2	4.2	-6	2	5	0	5	-7	0
(52) CCOc1ccc(C2C(C#N)=C(N)SC(N)=C2C#N)c(OCC)c1
  38	0.5	-48	1	-14	0	-20	-1	-1
(53) CCCNc1c(NS(=O)(=O)c2ccc(OC)c(OC)c2)c(=O)oc2ccccc12
  4	1.6	11	7	1	-5	1	0	1
(54) Cc1ccc2c(c1)N(CC(=O)N1CCCC1)C(=O)CO2
  -9	2.9	3	0	3	2	16	-1	9
(55) Cc1cccc(N2C(=O)C(O)=C(C(=O)c3cccs3)C2c2ccccc2)n1 (centres undefined)
  3	-2.0	8	0	-15	4	-20	-1	1
(56) COc1ccccc1-n1nnnc1SCc1ccccc1
  7	1.3	8	1	3	1	-4	5	0
(57) COc1cccc(C=Nc2cccnc2)c1O
  -4	1.5	7	1	5	1	11	-2	-3
(58) CCOCCCNC(=O)C(c1ccc(Cl)cc1)N(Cc1cccs1)C(=O)CNC(C)=O (centres undefined)
  -6	-2.4	5	1	0	-4	-4	-3	2
(59) O=C(Nc1ccc2c(c1)OCCO2)C1CC(O)CN1C(=O)Nc1ccccc1 (centres undefined)
  5	0.4	13	0	-2	0	0	1	2
(60) O=C(CCl)NC1CCCc2ccccc21 (centres undefined)
  -2	-1.1	5	0	-4	7	-1	11	27*
(61) CC(C)(Cc1cccc(CC(C)(C)C(=O)O)c1)C(=O)O
  -22	-1.8	4	0	-2	-3	1	-3	-2
(62) COC(=O)c1cc(S(=O)(=O)NCC2CCN(Cc3ccc(F)cc3)CC2)cn1C
  0	-2.8	6	0	4	-4	4	-6	-3
(63) O=C(c1cccc(NS(=O)(=O)c2ccc(Br)cc2)c1)N1CCCCC1
  4	-0.4	-2	0	11	-10	-6	-12	3
(64) CC(=O)N1CCN(c2ccc(NS(=O)(=O)c3ccc(C)cc3)cc2)CC1
  -3	-1.6	4	0	2	-4	-2	7	6
(65) COc1ccc(N2C(=NC(=O)CC3CCCCC3)SC3CS(=O)(=O)CC32)cc1 (centres undefined)
  -2	-2.7	3	0	2	-1	-1	55	0
(66) COc1ccc(-n2nc([N+](=O)[O-])c(=NC3CCN(Cc4ccccc4)CC3)n2O)cc1
  -5	3.8	0	0	-2	-2	-6	-1	2
(67) CCOc1ccc(-c2cc(CCCC(=O)NCCc3ccc(OC)c(OC)c3OC)no2)cc1
  1	0.4	0	1	8	2	13	-4	-1
(68) COc1cnc(SCc2ccc(Cl)cc2Cl)nc1Cl
  -6	1.1	-6	0	-4	1	2	2	3
(69) COc1ccc(CNC(=O)CSc2nc3ccc(OC)cc3[nH]2)cc1
  -7	0.2	-3	3	-3	2	0	4	-1

From PubChem BioAssay
